Bioassay records: PubChem BioAssay, National Center for Advancing Translational Sciences (NCATS)
KDM5B inhibitor: inhibitors of human KDM5B histone demethylase. actives 2.6% (n = 220,000). Q9UGL1. KDM5B demethylase, FDH-coupled NADH fluorescence (FDH is formaldehyde dehydrogenase). Potency, µM (highest dose often 57.7 µM), for inactives: top-dose activity change, negative = inhibition, hits mostly inhibitors; active = well fitted inhibition curve with a large enough effect; inconclusive = small, poorly fitted or top-dose-only effect; inactive = no such curve, though single readings can be large or run the other way; also: 0% is about no effect; nearly all actives have a fitted effect of over 70% in size
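Measured: NADH fluorescence change, 30 min, RT. System: KDM5BΔAP 200 nM final, H3K4me3 peptide, α-KG, Fe(II), ascorbate, NAD⁺ plus FDH, pH 7.5 HEPES. Compounds: titrated, 10 min pre-incubation with enzyme.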
* marks the source's active call; other numbers are inactive results; u = inconclusive; + = active, no number; [ ] = dose if it differs, or a comment. Potency is read from the fitted curve at half-maximal effect. Not all compounds are listed, so the mix of outcomes need not match the whole.

No. | KDM5B inhibitor | compound
1 | 12% | Cc1ccc2oc(C(=O)N(Cc3ccc(F)cc3)C3CCS(=O)(=O)C3)cc(=O)c2c1 (stereo unspecified)
2 | -13% | COc1ccc(C2c3ccc(O)cc3Oc3ncn4nc(-c5ccccc5Cl)nc4c32)cc1OC (stereo unspecified)
3 | 5% | CC1CCN(C(=O)[C@@H](C)C2CC[C@@]3(C)CC[C@H](NC(=O)COc4ccccc4)[C@@H](C)[C@@H]3[C@H]2O)CC1 (stereo partly specified)
4 | u | Cc1ccc(C(=O)N2CCC(C3CCN(S(C)(=O)=O)CC3)C2)c(=O)[nH]1 (stereo unspecified)
5 | -18% | CC(C)c1ccc(NC(C)(C)c2nnnn2-c2ccc(Cl)cc2)cc1
6 | 1% | CCN(c1ccccc1)S(=O)(=O)c1ccc(-c2cc(C)no2)s1
7 | -1% | CCOc1ccc(/C=C/c2nc(C#N)c(NCc3ccco3)o2)cc1
8 | 30% | CCc1ccccc1-n1nnc(-c2ccccc2)n1
9 | 17% | CC(C)NC(=O)C1CCN(C(=O)c2ccc3ccccc3n2)CC1
10 | 4% | CCOC(=O)Cn1c(=O)oc2cc(S(=O)(=O)N3CCCC(C)C3)ccc21 (stereo unspecified)
11 | -7% | COc1ccc(NC(=O)c2oc3ccccc3c2NC(=O)c2cc(C)cc(C)c2)c(OC)c1
12 | -2% | CCCCCn1nc(C(=O)N2CCN(c3ccc(F)cc3)CC2)c2ccccc2c1=O
13 | 10%[86.2 µM] | CC(=O)N1CCC(N[C@H]2C[C@@H](Cc3cc(CN(C)C)on3)C2(C)C)CC1
14 | u | COc1ccc(-c2c(C#N)c(SCC(=O)Nc3cccc(Cl)c3)nc(C)c2C(=O)Nc2ccccc2)cc1OC
15 | 18% | Cc1ccc([S+](=O)([O-])N2CCCC(c3nn(-c4ccc(Cl)cc4)c(=O)[nH]3)C2)cc1 (stereo unspecified)
16 | 4% | CN(Cc1ccccc1F)C(=O)c1sccc1-c1ccccc1
17 | 11% | COc1ccc(Cl)c(Cn2c(NC3CCCCC3)nc3c2c(=O)n(C)c(=O)n3C)c1
18 | -12% | O=C(CCc1ccccc1)NCCC1CCN(C(=O)Nc2ccccc2F)CC1
19 | -13% | CCc1nncn1C1CCN(C(=O)c2ccc(OC)cc2)CC1
20 | 3% | CCOc1ccccc1NC(=O)Cn1c(=O)c(-c2noc(C)n2)c2n(c1=O)CCCCC2
21 | -19% | O=C(Nc1ccc2ncnc(N3CCCCC3)c2c1)c1ccccc1Br
22 | -2% | O=C(CCN1C(=O)c2ccccc2S1(=O)=O)Nc1cccc(C(=O)O)c1
23 | 13% | N#CCC(=O)Nc1ccc(C(=O)OCc2ccc(Cl)c(Cl)c2)cc1
24 | -1% | O=C(NCCN1CCCCC1)C1CCN(C(=O)N2CC3CC(C2)[C@H]2CCCC(=O)N2C3)CC1 (stereo partly specified)
25 | 20µM* | Cn1ncc2c(NCCc3cn4ccccc4n3)nc(C3CCCC3)nc21

(list continues)
No. | KDM5B inhibitor | compound
26 | 23% | O=C(NC1CCS(=O)(=O)C1)c1ccc(S(=O)(=O)N2CCCC2)cc1 (stereo unspecified)
27 | -9% | COc1ccccc1CNS(=O)(=O)c1ccc2c(c1)CC(C)N2C(C)=O (stereo unspecified)
28 | 7% | Cc1nc(N2CCC(NC(=O)c3cccnc3)CC2)cc(C(F)(F)F)n1
29 | u | N#Cc1ccc(CN2CCC3(COC(=O)N3Cc3ccccc3)C2)cc1 (stereo unspecified)
30 | 17% | CCOCCOC(C)C(=O)NCC(CC)c1ccccc1 (stereo unspecified)
31 | 7% | Nc1ccccc1C(=O)NCCNC(=O)c1cnccn1
32 | u | O=C(Cn1ncc2c3ccccc3n(Cc3cccc(Cl)c3)c2c1=O)NCCCN1CCCCC1
33 | u | CCNC(=O)N[C@H]1[C@H](O)[C@@H](N(CC)CC)[C@@H]2OC[C@H]1O2
34 | u | Cc1cc(C)cc(Oc2coc3cc(O)ccc3c2=O)c1
35 | u | CCCNc1nc(-c2ccc(S(=O)(=O)N3CCOCC3)cc2)cs1
36 | -15% | CCN(CCCNC(=O)CN1N=C(c2ccccc2)CCC1=O)c1ccccc1
37 | u | CCn1cc(-c2ccncc2)cc1C(=O)NCc1ccc(Cl)cc1
38 | -9% | O=C(CCCc1c[nH]c2ccccc12)Nc1cccc2cnccc12
39 | u | Cc1cccc(-c2nocc2CCC(=O)N2CCN(c3ccccn3)CC2)c1
40 | 21% | Cc1cc(S(=O)(=O)N2CCCC(Cn3cnc4cccnc43)C2)ccc1F (stereo unspecified)
41 | -6% | COCCCn1c(C)cnc1CC1CCN(C(=O)NC2CCCCC2)CC1
42 | 19% | Cc1cc(C)c(NC(=O)CSc2nc(CN(C)C)nc3ccccc23)c(C)c1
43 | u | CC(Oc1ccccc1F)C(=O)Nc1ccc(-c2nc3ccccc3s2)cc1 (stereo unspecified)
44 | 18% | Cc1cc(SCC(=O)NC2CCCCC2)nc2ccccc12
45 | 10µM* | C[S+](=O)([O-])c1ccc(-c2nc(C(=O)NCc3ccc4c(c3)OCO4)n3ccccc23)cc1
46 | 7%[86.2 µM] | CN(CC[C@@H]1CC[C@H](O)[C@@H](C(=O)N(C)Cc2ccccc2)O1)Cc1ccccc1
47 | u | COc1cccc(Nc2nc(-c3ccc(S(=O)(=O)N4CCOCC4)cc3)cs2)c1
48 | -4% | CSc1ccc(C)c(C(=O)Nc2ccc(C)cc2C)c1
49 | -18% | O=C(NCCN1CCCCCC1)c1ccc(CN2CC(=O)N3CCCCC3C2=O)cc1 (stereo unspecified)
50 | -13% | Cc1cccc(OCC(=O)c2ccc3c(c2)N(C(C)C(=O)N2CCOCC2)C(=O)CO3)c1C (stereo unspecified)

The listing continues.
No. | KDM5B inhibitor | compound
51 | u | CC(C)c1ccc(NS(=O)(=O)c2ccc3[nH]cc(C(=O)N4CCCC4)c(=O)c3c2)cc1
52 | -2% | O=C(N1CCC(Cc2nc(-c3ccc(F)cc3)no2)CC1)C1(c2ccccc2)CC1
53 | u | CCC(=O)N1CCc2cc(Br)cc(S(=O)(=O)N3CCC(C(=O)Nc4cccc(C)c4)CC3)c21
54 | 1% | CCN(CC#CC(O)(c1ccccc1)C1CCCC1)C(C)C (stereo unspecified)
55 | 9% | Cn1c(=O)cc(C(=O)NC2CCCc3c2[nH]c2ccc(Cl)cc32)c2ccccc21 (stereo unspecified)
56 | u | c1ccc(Oc2ccc(Nc3cnc4ccc(N5CCOCC5)nn34)cc2)cc1
57 | u | NC1=NC(=O)/C(=C\c2ccco2)S1
58 | -17% | CN(CC1(C)CCOCC1)C(=O)c1ccco1
59 | -5% | COc1ccccc1CNC(=O)CSc1ncc2c(n1)-c1cc(Cl)ccc1N(Cc1ccccc1)S2(=O)=O
60 | -1% | O=C(c1cc2ccccc2[nH]1)N1CCc2ccccc2C1
61 | 9% | C#CCNC(=O)c1ccc2c(c1)NC(=O)CS2
62 | 10% | CN1CCN(c2nc3c(c(=O)n(C)c(=O)n3C)n2CC(=O)C23CC4CC(CC(C4)C2)C3)CC1
63 | 18% | COCCCNC(=O)c1csc(N2CCN(c3ccccc3)CC2)n1
64 | u | c1cc(Cn2ccc3c(N4CCOCC4)nc(-c4cn[nH]c4)cc32)ccn1
65 | 19% | CCC(C)n1nnc2cc(S(=O)(=O)N3CCC(C(=O)NCc4ccc(OC)cc4)CC3)ccc21 (stereo unspecified)
66 | 14% | NC(=O)c1cnn(-c2ccccc2)c1NCc1ccncc1
67 | 10% | C=C(Cl)CN1CCN(Cc2ccccn2)CC1
68 | 8% | Cc1c(-c2ccccc2)nc2ccccc2c1C(=O)OCc1ccc(-c2ccccc2)cc1
69 | -8% | O=C([C@@H]1C[C@H](F)CN1C(=O)c1ccccc1)N1CCCCC1
70 | 6% | CCn1ccc2cc(S(=O)(=O)N3CCC(C(=O)N4CCN(C)CC4)CC3)ccc21
71 | u | CCc1nc2c(c(-c3ccc(Cl)cc3)n1)CN(Cc1ccsc1)CC2
72 | -15% | O=C(CSc1nncn1-c1ccccc1F)Nc1ccccc1C(=O)NCCc1ccccc1
73 | -7% | CCCN(CCC)c1ccc(C=O)cc1
74 | u | COC(=O)c1sccc1S(=O)(=O)N1CCN(c2cccc(C)c2C)CC1
75 | 6% | COc1ccc(C(CNC(=O)c2oc3cc(Br)ccc3c2C)N2CCCCC2)cc1 (stereo unspecified)

KDM5B inhibitor, what is marked active above
No. | KDM5B inhibitor | compound
25 | 20µM* | Cn1ncc2c(NCCc3cn4ccccc4n3)nc(C3CCCC3)nc21
45 | 10µM* | C[S+](=O)([O-])c1ccc(-c2nc(C(=O)NCc3ccc4c(c3)OCO4)n3ccccc23)cc1

Back to the main list with the 7 entries that preceded the break.
No. | KDM5B inhibitor | compound
69 | -8% | O=C([C@@H]1C[C@H](F)CN1C(=O)c1ccccc1)N1CCCCC1
70 | 6% | CCn1ccc2cc(S(=O)(=O)N3CCC(C(=O)N4CCN(C)CC4)CC3)ccc21
71 | u | CCc1nc2c(c(-c3ccc(Cl)cc3)n1)CN(Cc1ccsc1)CC2
72 | -15% | O=C(CSc1nncn1-c1ccccc1F)Nc1ccccc1C(=O)NCCc1ccccc1
73 | -7% | CCCN(CCC)c1ccc(C=O)cc1
74 | u | COC(=O)c1sccc1S(=O)(=O)N1CCN(c2cccc(C)c2C)CC1
75 | 6% | COc1ccc(C(CNC(=O)c2oc3cc(Br)ccc3c2C)N2CCCCC2)cc1 (stereo unspecified)
76 | -11% | C=CCNC(=O)C(NC(=O)c1ccc(OC)cc1)C1CCN(C(=O)CCc2ccccc2)CC1 (stereo unspecified)
77 | 3% | CCc1cc(CN2CCCC(C(=O)Nc3ccc(-n4ccnc4C)cc3)C2)on1 (stereo unspecified)
78 | -13% | COc1ccc(-c2cc(CNc3ncncn3)no2)cc1
79 | + | O=C(O)CCC(=O)N1Cc2ccccc2CC2(CCCCN2CCc2ccccc2)C1 (stereo unspecified)
80 | -15% | COCC(C)NC(=O)c1ccc2c(c1)NC(=O)CCS2 (stereo unspecified)
81 | 14% | COc1ccc(CCNS(=O)(=O)c2cc(-c3onc(C)c3C)ccc2OC)cc1OC
82 | u | NC(=O)COC(=O)c1cc(-c2ccc(-c3ccccc3)cc2)nc2ccccc12
83 | -12% | CC1(C)CC2CC(C)(CN2C(=O)c2cc(-c3ccc(O)cc3)on2)C1 (stereo unspecified)
84 | 4% | CCCc1nc(C(=O)N2CC[C@H](CO)[C@H](O)C2)cs1
85 | u | CNC(=O)c1cc(-c2cccc(NC(C)=O)c2)cc2c1OCCN2Cc1cccnc1
86 | -20% | Cc1nccn1Cc1nnc(C2CCCN(CC3CCC3)C2)n1C (stereo unspecified)
87 | -22% | COCc1cn(C[C@H]2C[C@@H](NC(=O)c3cc(C)n(C)n3)[C@H](O)[C@@H]2O)nn1
88 | 11% | O=C(CSc1nnc(-c2cnccn2)n1-c1ccccc1)Nc1ccc2c(c1)OCO2
89 | -6% | CNc1c(NC(=O)c2cc(OC)c(OC)c(OC)c2)c(=O)oc2ccccc12
90 | 18% | Cc1ccc(F)cc1Nc1ncnc(N)c1[N+](=O)[O-]
91 | 1% | O=C1CCCC2=C1C(c1cccc(O)c1)c1c(nc(SCc3ccccc3F)[nH]c1=O)N2 (stereo unspecified)
92 | -21% | O=C(Cc1ccsc1)NCCc1noc(-c2ccccc2)n1
93 | -4% | CN(Cc1cccc2cnccc12)C(=O)COc1ccc(Cl)cc1Cl
94 | 4% | CN(/C=C/[N+](=O)[O-])c1ccccc1
95 | -7% | CC(C)c1ccc(CCNC(=S)Nc2ccc(Cl)cc2Cl)cc1
96 | 4% | CCn1cnnc1-c1nn(C)c2c1CN(C(=O)Cc1cccc(F)c1)CC2
97 | u | CC1(c2ccccc2)N(Cc2ccccc2C#N)C(=O)OC12CCN(Cc1c[nH]c3ccccc13)CC2 (stereo unspecified)
98 | 14% | Cc1cccc(N2CCN(CC(=O)N3C[C@@H](C)[C@](O)(C4CCC4)C3)CC2)c1
99 | -24% | Cc1n[nH]c(C)c1/C=C/C(=O)c1ccc(F)c(F)c1
100 | u | CCn1c2ccccc2c2cc(NC(=O)COC(=O)c3cc(Cl)c(N)cc3OC)ccc21

Some values from the list:
KDM5B inhibitor result of compound 86 stands at -20%
KDM5B inhibitor result of compound 89 stands at -6%

(cont.)
No. | KDM5B inhibitor | compound
101 | u | Cc1cccc(OCC(=O)Nc2ccc(S(=O)(=O)Nc3onc(C)c3C)cc2)c1C
102 | -8%[86.2 µM] | CC1=C[C@@H](CNC(=O)CCCC(=O)O)[C@H](C(C)C)C[C@H]1Cc1nc2ccc(F)cc2[nH]1
103 | -26% | CCc1nc2c(c(-c3ccc(O)cc3)n1)CCN(Cc1ccc(OC(F)(F)F)cc1)CC2
104 | u | CCOc1ccc(CCNC(=O)c2ccc3nc(CC)c(CC)nc3c2)cc1
105 | 12% | Cc1cccc(-c2nc(CS(=O)CC(=O)NCc3ccccc3)c(C)o2)c1 (stereo unspecified)
106 | u | COc1ccc(CNC(=O)COC(=O)c2cc3ccccc3cc2O)cc1OC
107 | u | Cc1cc(C(=O)COC(=O)c2nccnc2N)c(C)n1C1CC1
108 | u | CC(NC1CCCc2c1[nH]c1ccc(-c3ccccc3)cc21)c1ccccc1 (stereo unspecified)
109 | 27% | CCOc1ccccc1OCCCC(=O)Nc1ccc2c(C)cc(=O)oc2c1
110 | 21% | Cn1c(CC(=O)Nc2ccccc2)nnc1SCC(=O)NC12CC3CC(CC(C3)C1)C2
111 | -3% | CC(=O)c1cccc(NC(=O)CCn2nc(C)c(S(=O)(=O)N(C)C)c2C)c1
112 | 10% | CCN(CC(=O)Nc1ccc(OC)cc1)CC(=O)N1CC(=O)Nc2ccccc21
113 | 12% | CC(C)CCNC(=O)N1CC(c2nnc(-c3ccncc3)o2)C2(CCOCC2)C1 (stereo unspecified)
114 | -12% | CCn1nccc1C(=O)N1CCc2nc(OCCOC)ccc2C1
